ELG1 genotoxic = qHTS screen for small molecules that induce genotoxicity in human embryonic kidney (HEK293T) cells expressing luciferase-tagged ELG1. HEK293T ELG1-luciferase reporter, luminescence, 16 h. Potency, µM (titrated, usually from 46 µM), inactives show top-dose activity change, positive = activation, actives largely listed as activators. actives 1.3% (n = 330,000); also: % of control where 0% means no effect; nearly all actives have a fitted effect of over 60% in size
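After overnight (16 hr) compound treatment at 37 °C, ELG1-luciferase HEK293T cells were lysed with ONE-Glo; luminescence quantified 30 min later at room temperature.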
MLL CXXC-DNA inh = qHTS Fluorescence Polarization Assay for Inhibitors of MLL CXXC domain - DNA interaction. Histone-lysine N-methyltransferase 2A (Homo sapiens), Q03164. MLL-CXXC / FITC-HOXA9 DNA fluorescence polarization. Potency, µM (highest dose often 115 µM), for inactives: at the highest dose activity change, negative = inhibition, most hits filed as inhibitors. actives 0.037% (n = 290,000); active = well fitted inhibition curve with a large enough effect in the polarisation, with a control signal flat, not every such curve was filed as active; inconclusive = small, poorly fitted or top-dose-only effect, or effect the other way, or a change in a side signal; inactive = no such curve, though single readings can be large or run the other way; the % refers to the polarisation
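Fluorescence polarization: 7 uM MLL-CXXC (stock) preincubated 5 min with compounds, then 50 nM fluorescein-HOX-A9 DNA (stock) added; 30 min ambient. Buffer 50 mM Tris-HCl pH 7.5, 50 mM NaCl, 1 mM DTT, 0.05% BSA.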
Rab9 prom act = qHTS Assay for Rab9 Promoter Activators; Huh7 Rab9 promoter-luciferase reporter, luminescence, 24 h; Potency, µM (top dose mostly 9.22 µM), inactives show top-dose activation, negative = inhibition, hits mostly activators; actives 2.8% (n = 320,000); also: % of control where 0% means no effect; nearly all actives have a fitted effect of over 60% in size
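Steps: seed 1500 Huh7 Rab9-luc cells per well, rest 2 h at 37 °C; add compound in DMSO; incubate 24 h; add luciferase reagent, 10 min ambient; read luminescence.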
BRCA1 expr act = qHTS Assay to Identify Small Molecule Activators of BRCA1 Expression. Potency, µM (titrated, usually from 46.1 µM), for the others: top-dose activation, actives largely listed as activators. AID 624202, 2012. actives 1.1% (n = 380,000). MCF7-BRCA1-FFLuc reporter, luminescence, 48 h; response scale: scaled: vehicle 0%, 10 µM genistein 100%; also: nearly all actives have a fitted effect of over 80% in size; some results filed as inactive show a strong effect at the top dose
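48 h compound treatment of MCF7-BRCA1-FFLuc cells (phenol-red free MEM, 37 °C), then 15 min with luciferase substrate and luminescence imaging.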
VP16 counter = VP16 counterscreen qHTS for inhibitors of ROR gamma transcriptional activity; Drosophila S2 Gal4-VP16 UAS-luciferase, luminescence, 20 h; Potency, µM (titrated, usually from 53.6 µM), for inactives: at the highest dose activity, negative = inhibition, actives largely listed as inhibitors; actives 3.5% (n = 310,000); AID 2546, 2010;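 also: Gal4-VP16 expression switched on by copper sulfate through the metallothionein promoter; % is scaled to controls: 0 for no effect and ±100 for the full control effect; nearly all actives have a fitted effect of over 50% in size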
FLuc modulator = qHTS profiling assay for firefly luciferase inhibitor/activator using purifed enzyme and Km concentrations of substrates (counterscreen for miR-21 project); Luciferin 4-monooxygenase (Photinus pyralis), P08659; purified FLuc, Km substrates, luminescence inhibition; actives 6.9% (n = 360,000); Potency, µM (highest dose often 57.5 µM), for the others: at the top dose activity change, negative = inhibition, usual class: inhibitors; AID 588342, 2011;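 also: plate controls were vehicle for no effect and reference inhibitor for full effect; nearly all actives have a fitted effect of over 55% in size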
Target sequence (P08659 whole entry, looked up): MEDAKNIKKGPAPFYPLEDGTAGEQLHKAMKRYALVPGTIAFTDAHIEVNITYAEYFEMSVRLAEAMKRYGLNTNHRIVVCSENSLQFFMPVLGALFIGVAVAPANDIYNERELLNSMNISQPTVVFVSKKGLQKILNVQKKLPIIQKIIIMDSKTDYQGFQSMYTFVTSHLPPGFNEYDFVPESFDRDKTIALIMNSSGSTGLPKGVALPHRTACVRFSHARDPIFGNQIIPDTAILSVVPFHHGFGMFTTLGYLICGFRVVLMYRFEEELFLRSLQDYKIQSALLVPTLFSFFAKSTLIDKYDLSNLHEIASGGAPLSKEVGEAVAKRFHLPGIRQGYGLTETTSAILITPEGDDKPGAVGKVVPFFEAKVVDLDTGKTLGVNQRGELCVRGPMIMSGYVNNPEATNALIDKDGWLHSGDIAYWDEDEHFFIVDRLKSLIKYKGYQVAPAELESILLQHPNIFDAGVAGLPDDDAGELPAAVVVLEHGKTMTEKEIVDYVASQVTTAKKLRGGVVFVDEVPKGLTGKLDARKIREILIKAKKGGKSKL
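Purified P. pyralis luciferase, 10 nM final, with Km-level 10 uM D-luciferin and 10 uM ATP in 50 mM Tris acetate pH 7.5, 10 mM Mg acetate, 0.01% Tween-20, 0.05% BSA; 6-point qHTS titration about 60 µM downward; luminescence read.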
RORg inh = qHTS for inhibitors of ROR gamma transcriptional activity; Nuclear receptor ROR-gamma (Mus musculus), P51450; Drosophila S2 Gal4-RORgamma UAS-luciferase reporter, 20 h; Potency, µM (top dose mostly 53.6 µM), inactives show at the top dose activity change, negative = inhibition, usual class: inhibitors; actives 5.4% (n = 310,000); also: % is scaled to controls: 0 for no effect and ±100 for the full control effect; nearly all actives have a fitted effect of over 60% in size
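Luminescence from a UAS-regulated Photinus luciferase reporter in stably transfected Drosophila Schneider cells is measured; decreased signal marks ROR gamma inhibition. Fusion expression is induced by 700 uM copper sulfate for 20 hr.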
MBNL1-CUG inh = qHTS Assay for Inhibitors of MBNL1-poly(CUG) RNA binding; Potency, µM (series often up to 57.5 µM), for the others: at the top dose activity change, negative = inhibition, hits mostly inhibitors; actives 0.036% (n = 280,000); Muscleblind-like protein 1 (Homo sapiens), Q9NR56; TR-FRET MBNL1-His/biotin-(CUG)12 binding, 665/545 ratio; active = well fitted inhibition curve with a large enough effect in the signal ratio, with a control signal flat, not every such curve was filed as active; inconclusive = small, poorly fitted or top-dose-only effect, or effect the other way, or a change in a side signal; inactive = no such curve, though single readings can be large or run the other way; the % refers to the signal ratio; also: % is scaled to controls: 0 for no effect and ±100 for the full control effect
Target sequence (Q9NR56 whole entry, looked up): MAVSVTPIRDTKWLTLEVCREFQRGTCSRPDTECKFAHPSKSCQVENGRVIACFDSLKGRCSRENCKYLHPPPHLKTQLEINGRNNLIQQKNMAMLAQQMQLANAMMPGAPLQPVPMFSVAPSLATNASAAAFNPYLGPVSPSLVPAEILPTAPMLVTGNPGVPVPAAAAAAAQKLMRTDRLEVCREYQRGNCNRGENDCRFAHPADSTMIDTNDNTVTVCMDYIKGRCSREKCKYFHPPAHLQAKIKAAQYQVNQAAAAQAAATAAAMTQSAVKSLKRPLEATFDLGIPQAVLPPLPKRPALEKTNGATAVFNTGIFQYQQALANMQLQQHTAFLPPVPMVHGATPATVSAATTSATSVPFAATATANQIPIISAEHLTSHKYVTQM
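TR-FRET between His-tagged MBNL1 and biotin-(CUG)12 RNA, detected with Tb anti-His antibody (0.055 ng/ul) and streptavidin-XL665 (5 nM), 60 min at room temperature. Compounds titrated 92 nM to 58 uM; 665/545 nm ratio normalized to buffer and complex controls.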
uPA surface inh = qHTS for Inhibitors of Cell Surface uPA Generation | cell surface uPA generation assay, qHTS | Potency, µM (titrated, usually from 38.3 µM), for inactives: at the highest dose activity change, negative = inhibition, actives largely listed as inhibitors | actives 0.31% (n = 330,000) | AID 540303, 2011; active = well fitted inhibition curve with a large enough effect; inconclusive = small, poorly fitted or top-dose-only effect; inactive = no such curve, though single readings can be large or run the other way; tested in mouse RAW 264.7 cells; also: % is scaled to controls: 0 for no effect and ±100 for the full control effect; nearly all actives have a fitted effect of over 55% in size
p53 reactivation = qHTS assay for re-activators of p53 using a Luc reporter; Potency, µM (titrated, usually from 92.2 µM), inactives show at the highest dose activity change, positive = activation, actives largely listed as activators; AID 504706, 2011; actives 0.063% (n = 320,000); H1299 p53-A138V BP100-luciferase reporter, luminescence, 24 h; also: % of control where 0% means no effect; nearly all actives have a fitted effect of over 45% in size
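p53-null H1299 cells stably carrying temperature-sensitive p53-A138V and a BP100-luciferase reporter were pinned with compounds (4-point, 1:5 series) and held 24 hrs at 37 deg C. Luminescence was read 10 min after detection reagent.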
NPC1 prom act = qHTS Assay for NPC1 Promoter Activators; Huh7 NPC1 promoter luciferase reporter, 24 h; Potency, µM (series often up to 9.22 µM), for inactives: at the highest dose activation, usual class: activators; actives 2.4% (n = 320,000);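 also: % of control where 0% means no effect; nearly all actives have a fitted effect of over 60% in size; reporter is driven by a mutant NPC1 promoter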
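Quantitative HTS used a cell-based reporter: Huh7 cells stably bearing the NPC1 promoter upstream of luciferase were treated with compounds for 24 h, and promoter activation was read as luminescence.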
The depositor's hits bear a star; ? = inconclusive; . = no result given; & = joins results of further samples; [ ] = remark or other dose. Unless noted, calls follow the shape of the dose curve; as a rule, active = well fitted curve in the direction sought with a large enough effect; inconclusive = small, poorly fitted or top-dose-only effect, or another doubt; inactive = no such curve, though single readings can be large; an effect the other way counts as inactive or inconclusive. Potency is read from the fitted curve at half-maximal effect. An excerpt; count on the stated rates, not on these rows.

SMILES	ELG1 genotoxic	MLL CXXC-DNA inh	Rab9 prom act	BRCA1 expr act	VP16 counter	FLuc modulator	RORg inh	MBNL1-CUG inh	uPA surface inh	p53 reactivation	NPC1 prom act
CCSc1nc2c(c(=O)[nH]1)C(c1ccncc1)C(C(=O)OC)=C(C)N2 (stereo not drawn)	-1%	20%	5%	-4%	-2%	0%	-7%	11%	-5%	-4%	-8%
C/C=C(\C)CN1CCN(c2ccc(C)cc2)CC1	13%	3%	-5%	-14%	4%	0%	-17%	-8%	3%	-3%	0%
OC(CN1CCCCC1)CN1CCCCC1	1%	4%	2%	1%	5%	0%	16%	6%	-4%	-2%	-4%
CSc1nc(C)c2c(n1)N(c1ccc(C(C)C)cc1)CC2	2%	-5%	0%	-23%	-1%	?	-39%	?	4%	-8%	0%
O=C(CCCN=C1NS(=O)(=O)c2ccccc21)OCC(=O)N1CCc2ccccc21	1%	2%	11%	-24%	8%	-13%	17%	0%	1%	10%	5%
Cc1ccc(OCC(=O)Nc2ccc(S(=O)(=O)N(C)C3CCN(C)CC3)cc2)c(C)c1	-8%	-5%	1%	-13%	-5%	-4%	-5%	-7%	-29%	?	3%
O=C(CP(=O)(c1ccccc1)c1ccccc1)N1CCCCC1	-2%	-1%	8%	-4%	-1%	-2%	-3%	2%	0%	-1%	-2%
Cc1cccc(-c2nnn(C/C(N)=N/O)n2)c1	3%	12%	-1%	-1%	1%	1%	-7%	4%	-37%	0%	-7%
CC(OC(=O)c1nn(C)c(=O)c2ccccc12)C(=O)NCc1ccc2c(c1)OCO2 (stereo not drawn)	9%	5%	6%	18%	-11%	2%	17%	12%	-4%	6%	-4%
Cc1oc2cc3oc(=O)ccc3cc2c1C	?	?	26%	68%	26%	?	-8%	0%	-4%	0%	16%
COc1ccccc1C(=O)NNC(=O)C(=O)NC1CCCCC1	-3%	11%	1%	-23%	-4%	0%	?	-1%	-3%	-2%	-5%
Nc1c2c(nc3sc4c(c13)CCCC4)-c1ccccc1CC2	0.73µM*	1%	0.14µM*	?	10µM*	0.13µM*	?	10%	-4%	?	0.5µM*
Cc1cccc(NC(=O)CN2C(=O)N/C(=C\c3cccn3-c3cccc(C(=O)O)c3)C2=O)c1	3%	4%	-2%	12%	-8%	?	19%	?	-5%	0%	0%
COc1ccc(OC)c(C(=O)c2ccc(C(=O)Nc3cccc4ccccc34)cc2)c1	4%	6%	-11%	-34%	-11%	4%	?	3%	0%	5%	-4%
Cc1ccc(-c2noc(CN(C(=O)CCN3C(=O)c4ccccc4C3=O)C(C)C)n2)cc1	0%	9%	3%	-12%	-12%	8%	-3%	4%	.	-24%	-6%
Cc1cc(C(=O)Nc2nnc(C3CCCCC3)s2)cs1	?	10%	1.6µM*	?	0%	-7%[2.3 µM]	15%	1%	6%	29%	?
COc1ccc(CNS(=O)(=O)c2ccc3c(c2)NC(=O)CS3)cc1	-4%	22%	2%	-20%	1%	0%	7%	-11%	7%	4%	-6%
O=C(CCc1nnc2ccc(NCc3ccco3)nn12)N1CCCCC1	10%	20%	-4%	-7%	1%	2%	-3%	-1%	-3%	-6%	1%
Cc1cc(Cl)ccc1C(=O)C1CCCN(C(=O)CCN2CCCO2)C1 (stereo not drawn)	-2%	-8%	-8%	3%	24%	2%	3%	-1%	-3%	-1%	-1%
N#CCC(=O)Nc1ccc(C(=O)NCC2(N3CCOCC3)CCCCC2)cc1	7%	.	-6%	-5%	.	4%	.	.	26%	9%	-3%
COC(=O)c1cc(Br)ccc1NC(=O)CSCc1c(C)noc1C	-5%	.	-3%	-26%	.	-2%	.	.	-4%	-8%	0%
O=C(Cc1csc(-c2ccc(Cl)cc2)n1)Nc1cccc(S(=O)(=O)NC2=NCCC2)c1	-4%	.	0%	-5%	.	-10%	.	.	-25%	-6%	-4%
C(=C\c1ccccc1)/C=N/Nc1nc(N2CCCCC2)nc(N2CCCCC2)n1	-1%	19%	-7%	-23%	-1%	4%	0.79µM*	-10%	0%	5%	1%
COc1ccnc(Oc2ccccc2)c1C(=O)N/C=N/OCc1ccccc1	-6%	3%	-5%	-29%	4%	3%	1%	-10%	10%	-1%	-6%
O=C(Nc1cccc(Cl)c1)c1ccc(=O)[nH]n1	4%	-1%	4%	0%	-10%	-9%	5%	14%	1%	-1%	0%
O=S(=O)(NC1CCCCC1Nc1ccccc1)c1ccccc1 (stereo not drawn)	-1%	-8%	-3%	-53%	5%	0%	-4%	.	-10%	-1%	-1%
Cc1ccc(CNC(=O)c2ccc(N3CCCC3=O)cc2)cc1	7%	7%	3%	24%	2%	-3%	10%	-7%	.	6%	-5%
CCn1c(=O)cc(OCC(=O)NC2CCCCC2)c2ccccc21	?	11%	-3%	-22%	28%	-5%	4%	2%	-7%	-5%	0%
CN(CCOc1ccccc1)C(=O)CNC(=O)c1ccc(C(C)(C)C)cc1	-2%	.	3%	32%	.	?	.	.	-8%	13%	-3%
Cc1cc(/C=C2/NC(=O)NC2=O)c(C)n1-c1ccncc1	-8%	11%	3%	-9%	10%	-12%	24%	?	-2%	1%	1%
COc1ccc(/C=N/n2c(C)nnc2C)c(OC)c1	?	-7%	-10%	-26%	-8%	-2%	7%	?	-1%	-10%	-4%
Cc1nn2c(Nc3ccc(F)cc3)c3c(nc2c1-c1ccccc1)CCC3	10%	-7%	-5%	4%	?	-1%	2.8µM*	-12%	1%	7%	-4%
CC(C)N1CC(COc2ccc(Cl)cc2Cl)OC1=O (stereo not drawn)	4%	-2%	5%	41%	0%	-10%	?	-5%	-15%	0%	2%
COc1ccccc1N1CCN(C(=O)c2cc(C)on2)CC1	8%	?	-1%	31%	0%	-3%	-7%	5%	-2%	2%	-5%
O=S(=O)(Nc1nc2ccccc2nc1Nc1ccc(N2CCOCC2)cc1)c1cc(Cl)ccc1Cl	-4%	22%	-8%	1%	1%	15µM*	?	-3%	9%	-5%	-5%
O=C(Cc1ccsc1)N1CCN(S(=O)(=O)c2cc(C(F)(F)F)cc(C(F)(F)F)c2)CC1	-2%	3%	-1%	-13%	-2%	0%	8%	0%	2%	-3%	0%
Cc1ccc2cc(-c3noc(C4CCCO4)n3)c(=O)[nH]c2c1 (stereo not drawn)	9%	-1%	19%	63%	8%	-19%	36%	7%	8%	?	19%
O=C(NC1CCCC1)C(c1ccco1)N(Cc1ccccc1)C(=O)c1csnn1 (stereo not drawn)	-2%	1%	-1%[1.84 µM]	-16%	13%	-1%	?	-1%	.	?	-9%
Cc1cc(C)c(NC(=O)/C=C\C(=O)O)c(Cl)c1	1%	14%	-9%	-3%	-14%	1%	-8%	-4%	-2%	1%	0%
Cc1csc(=O)n1CC(=O)OCC(=O)NCc1ccc(F)cc1	1%	.	2%	20%	.	0%	.	.	0%	-4%	-3%
CCOC(=O)C1=C(N)Oc2ccc3ccccc3c2C1c1cccnc1 (stereo not drawn)	0%	1%	0%	-48%	-2%	6%	?	-2%	-2%	-13%	-1%
COC(=O)c1ccc(C(=O)N(C)C2CCCN(Cc3ccccc3F)C2)cc1 (stereo not drawn)	-12%	-3%	-7%	0%	-1%	-2%	-4%	-9%	5%	.	-1%
CCOC(=O)c1c(CC(C)C)csc1NC(=O)COC(=O)C1=NNC(=O)CC1	5%	.	-2%	-10%	.	1%	.	.	-12%	-4%	-6%
CCCCNC(=O)CCC(=O)NNc1nc2ccccc2c2nc(-c3ccccc3)nn12	-8%	4%	-2%	0%&-29%	-17%	-15%&-17%	?	1%	-5%	3%	1%
Cc1cccc(C)c1NC(=O)CN(C)C(=O)CN1C(=O)NC(C)(C)C1=O	1%	.	0%	-8%	.	0%	.	.	-13%	-2%	-1%

High-throughput results (PubChem BioAssay)
